KCNK3 block: human KCNK3 channel inhibitors, primary screen, CHO cells, FluxOR thallium flux, B-score. B-score at 10 µM. FluxOR fluorescence; active compounds read low. 0.84% of 340,000 active;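 active means B-score under library mean minus 4 SD, starting fluorescence ratio at most library mean plus 5 SD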;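 further: more negative B-score means stronger inhibition of thallium flux through KCNK3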
KCNQ1 inh: inhibitors of human KCNQ1 channel, primary screen, cell-based, thallium flux, high-throughput; Potassium voltage-gated channel subfamily KQT member 1 (Homo sapiens), P51787; 1.3% of 310,000 active; AID 2642, 2010; B-score at 10 µM; CHO-K1 KCNQ1, FluxOR thallium flux fluorescence; active compounds read high;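 active means compounds whose thallium flux B-score, printed positive for inhibition, exceeds three library SD while starting fluorescence stays within three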;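 further: channel opened by potassium depolarization with thallium stimulus after 20 min compound exposure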
RGS4 inh: RGS4 inhibitors, primary screen, cell-based, HEK293 M3R inducible RGS4, calcium flux. Regulator of G-protein signaling 4 (Homo sapiens), P49798. Fluo-4 calcium flux; active compounds read high; triggered by carbachol at its EC20. B-score at 10 µM. 0.45% of 310,000 active. AID 463165, 2010;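 active means B-score, a plate-corrected calcium signal, over three deviations above library mean, with baseline fluorescence within five deviations of library mean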;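 further: RGS4 expression induced by doxycycline in cells with stable M3 receptor; B-score is computed from the integrated fluorescence ratio over baseline after carbachol; higher B-score means a larger calcium signal and so more RGS4 inhibition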
KCNQ1 pot: potentiators or activators of KCNQ1 channel, primary screen, cell-based, thallium flux, high-throughput. Potassium voltage-gated channel subfamily KQT member 1 (Homo sapiens), P51787. CHO-K1 KCNQ1, thallium flux FluxOR fluorescence; active compounds read high. B-score at 10 µM. 0.35% of 310,000 active. AID 2648, 2010;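 active means fluorescence ratio B-score, a plate-corrected score, at least three library SD, with initial intensity B-score within 5 SD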
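Doses: Single concentration per compound, DMSO matched to controls | Test system: KCNQ1-transfected CHO-K1 cells | Timing: 90 min dye loading and 20 min compound exposure, both at room temperature | Measured by: Kinetic FluxOR thallium fluorescence, 10-s 1-Hz baseline, 110-s post-stimulus read | Medium: Assay buffer with matched DMSO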
ANO1 block: TMEM16A chloride channel inhibitors, primary screen, cell-based, HTS; AID 588511, 2011; 1.2% of 310,000 active; Anoctamin-1 (Mus musculus), Q8BHY3; HEK293 TMEM16A/YFP iodide influx fluorescence, ionomycin; normalized B-score (activity score, 25-100; higher = stronger inhibition) at 10 µM;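 active means ratio plate-corrected score three or more library SD toward inhibition, starting fluorescence score within five deviations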;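 further: score derived from kinetic fluorescence span divided by baseline fluorescence per well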
ANO1 activ: TMEM16A chloride channel activators or potentiators, primary screen, cell-based, HTS | Anoctamin-1 (Mus musculus), Q8BHY3 | HEK293 TMEM16A/YFP-H148Q/I152L, iodide quench fluorescence; active compounds read low | B-score at 10 µM | 0.3% of 340,000 active | AID 623877, 2012;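 active means fluorescence-ratio B-score plate-corrected deviation score at least 3 library SD below zero, with starting fluorescence score within 5 deviations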;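 further: channel opened by trigger with iodide after compound preincubation; score built on the fluorescence ratio of max minus min over baseline; more negative score means more quench and so TMEM16A activation or potentiation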
KCNK9 inh: KCNK9 potassium channel inhibitors, primary screen, HEK293 cells, thallium flux; 1.2% of 310,000 active; FluxOR thallium flux fluorescence; active compounds read low; Potassium channel subfamily K member 9 (Homo sapiens), Q9NPC2; B-score at 10 µM;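 active means ratio B-score over 3 SD below the library mean, with starting fluorescence within 5 SD of its mean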;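 further: negative B-score means less thallium flux so channel inhibition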
MrgX1 PAM: positive allosteric modulators of MrgX1, primary screen, HEK293 cells, Fluo-4 calcium flux; AID 588675, 2011; 0.63% of 310,000 active; B-score at 10 µM; FDSS; active compounds read high;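 active means plate-corrected calcium response at least 3 library SD above typical, normal starting fluorescence, not activating the receptor alone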;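 further: compound read alongside a low EC10 to EC30 dose of BAM8-22 agonist; peak minus trough fluorescence over baseline measured at the second addition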
hERG protect: hERG rescue from dofetilide block, primary screen, cell-based, CHO-hERG, FluxOR thallium flux, dofetilide IC70. Voltage-gated inwardly rectifying potassium channel KCNH2 (Homo sapiens), Q12809. dofetilide IC70 present. activation (rescue from dofetilide block), less the hit threshold, % at 10 µM. 0.51% of 310,000 active. AID 1511, 2009;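 active means activation above the mean of controls blocked by dofetilide plus 5 SD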;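 further: thallium influx through hERG after potassium depolarization seen as dye fluorescence rise; in these data hits start at about 4.7%; inactives centre near -7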
Target sequence (Q12809 whole entry, looked up): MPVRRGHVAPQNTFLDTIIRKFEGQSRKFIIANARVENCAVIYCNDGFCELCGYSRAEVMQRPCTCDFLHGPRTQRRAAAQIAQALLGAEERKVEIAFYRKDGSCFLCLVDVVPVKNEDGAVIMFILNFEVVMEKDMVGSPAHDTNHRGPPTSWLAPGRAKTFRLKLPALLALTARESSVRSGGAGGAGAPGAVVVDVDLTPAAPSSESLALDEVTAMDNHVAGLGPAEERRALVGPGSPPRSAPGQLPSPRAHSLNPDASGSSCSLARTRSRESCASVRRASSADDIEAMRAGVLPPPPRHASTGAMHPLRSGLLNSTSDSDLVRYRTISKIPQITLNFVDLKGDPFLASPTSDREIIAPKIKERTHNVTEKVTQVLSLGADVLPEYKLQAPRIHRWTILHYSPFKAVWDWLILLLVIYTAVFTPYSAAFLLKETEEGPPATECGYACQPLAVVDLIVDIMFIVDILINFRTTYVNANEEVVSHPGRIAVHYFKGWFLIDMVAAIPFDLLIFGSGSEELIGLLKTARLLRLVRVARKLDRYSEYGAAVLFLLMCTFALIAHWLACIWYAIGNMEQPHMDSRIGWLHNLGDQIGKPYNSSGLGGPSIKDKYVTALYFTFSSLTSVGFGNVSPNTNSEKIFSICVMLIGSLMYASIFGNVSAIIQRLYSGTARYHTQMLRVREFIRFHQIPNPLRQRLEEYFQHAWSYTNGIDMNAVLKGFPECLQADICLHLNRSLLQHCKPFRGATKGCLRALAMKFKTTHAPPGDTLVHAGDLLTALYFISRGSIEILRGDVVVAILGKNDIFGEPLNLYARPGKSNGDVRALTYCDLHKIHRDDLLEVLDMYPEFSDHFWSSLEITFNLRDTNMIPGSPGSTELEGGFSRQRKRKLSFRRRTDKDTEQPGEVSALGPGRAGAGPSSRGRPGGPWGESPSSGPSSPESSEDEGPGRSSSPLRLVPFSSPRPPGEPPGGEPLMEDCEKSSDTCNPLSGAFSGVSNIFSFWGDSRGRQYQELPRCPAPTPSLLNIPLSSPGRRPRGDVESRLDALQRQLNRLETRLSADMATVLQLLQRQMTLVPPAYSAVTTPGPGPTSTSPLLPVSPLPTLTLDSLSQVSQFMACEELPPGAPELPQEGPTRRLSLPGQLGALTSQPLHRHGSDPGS
MrgX1 ag: agonists of human MrgX1 receptor, primary screen, HEK293 cells, Fluo-4 calcium flux. Mas-related G-protein coupled receptor member X1 (Homo sapiens), Q96LB2. Fluo-4 calcium fluorescence, agonist mode; active compounds read high. B-score at 10 µM. 0.44% of 310,000 active. AID 588627, 2011;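 active means calcium response B-score plate-corrected fluorescence ratio at least 3 library SD, with starting fluorescence B-score inside 5 SD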
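Test system: HEK293 cells stably expressing human MrgX1 receptor; amount: 15,000 cells per well; doses: compound delivered in addition one of three; times: overnight plating before 1 h dye loading; detection: Fluo-4 NW calcium-flux fluorescence, kinetic read; read-out basis: B-scored fluorescence response ratio; controls: positive and negative controls per plate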
RGS4 act: RGS4 potentiators or activators, primary screen, cell-based, HEK293 M3R inducible RGS4, calcium flux. carbachol calcium flux Fluo4; active compounds read low. B-score at 10 µM. 0.92% of 310,000 active. AID 463111, 2010;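 active means B-score of the integrated calcium signal more than 4 SD below the library mean, with starting fluorescence not abnormally high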;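 further: negative B-score means reduced calcium response which marks RGS4 activation or potentiation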
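System – HEK293 FlpIn-TREx cells, stable M3R, doxycycline-inducible RGS4 · Reagent – ECmax carbachol challenge · Times – compound preincubation 20 min at room temperature before agonist · Technique – Fluo4 fluorescence kinetic imaging of calcium · Measure – B score of integrated Fluo4 ratio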
* marks the source's active call; other numbers are inactive results; i = inactive; · = not tested or not shown.

SMILES	KCNK3 block	KCNQ1 inh	RGS4 inh	KCNQ1 pot	ANO1 block	ANO1 activ	KCNK9 inh	MrgX1 PAM	hERG protect	MrgX1 ag	RGS4 act
CCOC(=O)C(Cc1ccc(N)cc1)N1C(=O)c2ccccc2C1=O (centres undefined)	i	i	i	i	i	i	i	i	-8.4	i	i
O=C(CCc1nnc(COc2ccccc2)o1)NC1(c2ccccc2)CC1	i	i	i	i	i	i	i	i	-6.2	i	i
O=C(c1cccs1)N1CCN(Cc2cn[nH]c2-c2ccc(F)cc2F)CC1	i	i	i	i	·	i	i	·	-12.7	·	i
CCn1c(=O)c2cc(C(=O)NCCN3CCOCC3)sc2c2ccccc21	i	i	i	i	i	i	i	i	-10.0	i	i
CC1CCCCN1S(=O)(=O)c1ccc(NC(=O)c2cccs2)cc1 (centres undefined)	i	i	i	i	i	i	-8.68*	i	-11.9	i	i
O=C(CN1C(=O)NC2(CCCC2)C1=O)Nc1ccc(S(=O)(=O)N2CCOCC2)cc1	i	i	i	i	i	i	i	i	-11.5	i	i
O=C(Nc1ccc(Br)c(Br)c1)C1CCCO1 (centres undefined)	i	i	i	i	i	i	i	i	-7.4	i	i
NC(N)=N/N=C/c1ccc(OCc2ccc(Cl)cc2)cc1	-10.3*	7*	i	i	i	i	i	i	-30.2	i	i
CCCCNC(=O)CCc1c(C)nc2c(c(C)nn2-c2ccccc2)c1C	i	i	i	i	i	i	i	i	-7.2	i	i
COc1ccc(C(C)=O)cc1CSC(=N)N	i	i	i	i	i	i	i	i	-3.8	46.6*	i
O=C(N/N=C/c1c(O)n(Cc2ccccc2)c(=O)c2ccccc12)c1cccnc1	i	i	i	i	i	i	i	i	-8.1	i	i
COc1cc(Cl)ccc1OCc1cc(C(=O)NC2CCc3ccccc32)no1 (centres undefined)	i	i	i	i	i	i	i	i	-7.2	i	i
Cc1ccc(/C=C2/SC(=S)N(CCC(=O)NCCCN3CCOCC3)C2=O)cc1	i	i	i	i	i	i	i	i	-12.6	i	i
N#C/C(=C\c1ccco1)c1nc2ccccc2s1	i	i	i	i	i	i	i	i	-8.1	i	i
CCC(=O)Nc1ccc(N2CCN(Cc3ccccc3F)CC2)cc1	i	i	i	i	i	i	i	i	-14.8	i	i
COc1cccc(C(=O)NC(=S)Nn2cnnc2)c1OC	i	i	i	i	i	i	i	i	0.6	i	i
CN1C(=O)c2ccc(C(=O)NC3CCCCC3)cc2C1=O	i	i	i	i	i	i	i	i	-9.3	i	i
COc1ccc(N(CC(=O)NCc2ccc(F)cc2)C(=O)Cn2nnc(-c3ccc(C)o3)n2)cc1OC	i	i	i	i	i	i	i	i	-13.3	i	i
c1cc(-c2cn(C[C@H]3CC[C@@H]([C@@H]4CC[C@H](Cn5cc(-c6ccsc6)nn5)O4)O3)nn2)cs1	i	i	i	i	i	i	i	i	-7.3	i	i
CN(Cc1ccccc1)C(=O)Nc1ccc(Cl)cc1	i	i	i	i	i	i	i	i	-6.2	i	i
CNc1nc(-c2c[nH]c3ccccc23)cs1	i	i	i	i	i	i	i	i	-16.1	i	i
COc1ccccc1NS(=O)(=O)c1ccc2oc(SCc3ccc(C#N)cc3)nc2c1	i	i	i	i	i	i	i	i	-12.3	i	i
CCOc1ncccc1C(=O)Nc1nc(C(C)(C)C)cs1	i	i	i	i	i	i	i	i	-14.8	i	i
COc1ccccc1CC(=O)Nc1ccc(S(=O)(=O)N2CCCCC2)cc1	i	i	i	i	i	i	i	i	-4.4	i	i
Cc1nnc(SCC(=O)NC2CCS(=O)(=O)C2)n1-c1ccccc1 (centres undefined)	i	i	i	i	i	i	i	i	-12.9	i	i
c1cnc2nc(CSc3ncn[nH]3)cn2c1	i	i	i	i	i	i	i	i	-17.0	i	i
COC(=O)COc1ccc2oc(=O)cc(-c3cc4cccc(OC)c4o3)c2c1	i	i	i	i	i	i	i	i	-4.3	i	i
COc1ccc(NC(=O)CN2C(=O)NC3(CC(C)CC(C)(C)C3)C2=O)cc1S(=O)(=O)N1CCCCC1 (centres undefined)	i	i	i	i	i	i	i	i	-21.1	i	i
CCCNC(=O)N1CCCC(C(=O)c2cccc(Cl)c2)C1 (centres undefined)	i	i	i	i	i	i	i	i	-14.9	i	i
Cc1nccn1CCCN1C(=O)CNC1=S	i	i	i	i	i	i	i	i	-1.3	i	i
O=C(COC(=O)c1ccc2c(c1)OCO2)Nc1nc(-c2ccccc2)cs1	i	i	i	i	i	i	i	i	-1.4	i	i
O=C(COc1ncnc2scc(-c3ccccc3)c12)NC1CCCc2ccccc21 (centres undefined)	i	i	i	i	i	i	i	i	-18.6	i	i
Cc1nnc(SCC(=O)NC(=O)NCc2ccco2)s1	i	i	i	i	i	i	i	i	-9.3	i	i
O=S(=O)(Nc1cc(S(=O)(=O)N2CCOCC2)ccc1N1CCCC1)c1cccs1	i	i	i	i	i	i	i	i	-13.8	i	i
C/C(=N\Nc1cccc(Cl)c1)c1ccc(-n2ccnc2)cc1	i	·	·	·	i	i	·	i	·	i	·
COC(Cc1n[nH]c(=S)n1-c1ccc(Cl)cc1)OC	i	i	i	i	i	i	i	i	-7.0	i	i
O=C(C1CCC1)N1CCc2cc(S(=O)(=O)NCc3ccco3)ccc21	i	i	i	i	i	i	i	i	-8.3	i	i
CN1CCN(c2ccccc2/C=C2/C(=O)Nc3ccccc32)CC1	i	i	i	i	i	·	i	i	-10.2	i	-8.54*
CCCn1c(CNC(=O)c2ccccc2)nc2ccccc21	i	i	i	i	i	i	i	i	-6.7	i	i
O=C(CNc1cccc(Cl)c1)c1ccc(Br)cc1	i	i	i	i	i	i	i	i	-6.7	i	i
CCCCCC#CCC#CCC#CCC#CCCCC(=O)O	·	i	i	i	i	·	i	i	-6.5	i	i
CCSC(=Nc1ccccc1)N1CCOCC1	i	i	i	i	i	i	i	i	-5.7	i	i
CC1CCCCN1C(=O)CSc1nc2cc3c(cc2c(=O)n1Cc1ccc2c(c1)OCO2)OCO3 (centres undefined)	i	i	i	i	i	i	i	i	-17.8	i	i
CC1CCN(S(=O)(=O)c2ccc(NC(=O)Cc3ccccc3)cc2)CC1	i	i	i	i	i	i	i	i	-7.5	i	i
COc1ccc(CCNC(=O)Cn2cnc3c2c(=O)n(C)c(=O)n3C)cc1OC	i	i	i	i	i	i	i	i	-11.0	i	i
N/C(=N\NS(=O)(=O)c1ccccc1Cl)c1ccccn1	i	i	i	i	i	i	i	i	-4.5	i	i
O=C(CCc1ccccc1)Nc1cccc(NC(=O)CCc2ccccc2)c1	i	i	i	i	i	i	i	i	-16.3	i	i
CCOc1ccc(C(=O)CCN2CCCCC2)cc1	i	i	i	i	i	·	i	i	-1.7	i	i
CCOc1ccc(-c2onc(C(F)(F)F)c2-c2cscn2)c(O)c1	i	i	i	i	i	i	i	i	-11.1	i	i
COC(=O)c1ccccc1NC(=O)C12CCC(C)(C(=O)O1)C2(C)C (centres undefined)	i	i	i	i	i	i	i	i	-11.1	i	i
Cn1cccc1/C=C(/C#N)C(N)=S	i	i	i	i	i	i	i	i	-5.1	i	i
Cc1cc(C(=O)NC2CCCC2)on1	i	i	i	i	i	i	i	i	-5.7	i	i
O=C(N/N=C/c1cccc([N+](=O)[O-])c1)c1ccc(Br)cc1	i	i	i	i	i	i	i	i	0.0	i	i
CCCN(c1ccc(OCC)cc1)c1ncnc2nc[nH]c12	i	i	i	i	i	i	i	i	-7.6	i	i
COc1cc(OC)c(S(=O)(=O)N2CCN(C(=O)c3ccco3)CC2)cc1NC(C)=O	i	i	i	i	i	i	i	i	-1.1	i	i
COC(=O)c1cccc(Nc2nc3ccccc3nc2C)c1	i	i	i	i	i	i	i	i	-5.6	i	i
O=C(CSc1nnnn1C1CCCCC1)NCc1ccc2c(c1)OCO2	i	i	i	i	i	i	i	i	-3.9	i	i
CC12CCC(C[N+](C)(C)C1)C2(C)C (centres undefined)	i	i	i	i	i	i	i	i	-17.7	i	i
CCCCCn1c(SCCC(C)C)nc2c1c(=O)[nH]c(=O)n2C	i	·	·	·	i	i	·	i	·	i	·
CCOC(=O)N1CCc2c(sc(NC(=O)Cc3ccccc3)c2C(=O)c2ccc(OC)cc2)C1	i	i	i	i	i	i	i	i	-5.0	i	i
Next section
SMILES	KCNK3 block	KCNQ1 inh	RGS4 inh	KCNQ1 pot	ANO1 block	ANO1 activ	KCNK9 inh	MrgX1 PAM	hERG protect	MrgX1 ag	RGS4 act
COc1cc2c(cc1OC)C1(CCCC1)C(N)=C2C#N	i	i	i	i	i	i	i	i	-2.1	i	i
CCOc1cc(C(=O)Nc2cccc(OCC(=O)N3CCOCC3)c2)cc(OCC)c1OCC	i	i	i	i	i	i	i	i	-8.1	i	i
CCc1nnc(NC(=O)c2ccc(Cl)c(S(=O)(=O)N3CCc4ccccc43)c2)s1	i	i	i	i	100*	i	-12.7*	i	-13.9	i	i
CSCC[C@H](NC(=O)c1ccc2ccccc2c1)C(=O)N1CCC2(CC1)NCCc1[nH]cnc12	i	i	i	i	i	i	i	i	-4.1	i	-7.61*
CN(C)S(=O)(=O)c1ccc(C(=O)NCCSc2ccccc2)cc1	i	i	i	i	i	i	i	i	-0.8	i	i
O=C(Nc1c2c(nn1-c1ccc(F)cc1)CS(=O)(=O)C2)c1ccc(Br)o1	i	i	i	i	i	i	i	i	-1.5	i	i
